TDP1 cell noCPT – qHTS for Inhibitors of human tyrosyl-DNA phosphodiesterase 1 (TDP1): qHTS in cells in absence of CPT. DT40 Tdp1-/- hTDP1 cells, no CPT, ATP luminescence, 48 h. Potency, µM (titrated, usually from 46.2 µM), without a hit: top-dose activity change, negative = growth inhibition, hits mostly inhibitors. hit rate 15% among 420,000. AID 686978, 2013; further: nearly all actives have a fitted effect of over 55% in size
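Readout: luminescence from CellTiter-Glo after 30 min in the dark at RT. Cells: DT40 Tdp1-/- with stable hTDP1, 400/well. Exposure: compounds alone, ≥48 hr, 37 °C.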
N370S GC mod – inhibits or activates N370S mutant glucocerebrosidase; P04062; N370S GC spleen homogenate, 4MU-glucoside fluorescence; Potency, µM (doses to about 59.4 µM), without a hit: at the top dose activity change, negative = inhibition, usual class: inhibitors; hit rate 0.092% among 330,000;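 further: 0% = full enzyme activity and -100% = no enzyme basal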
TDP1 inh – inhibitors of human tyrosyl-DNA phosphodiesterase TDP1. Q9NUW8. recombinant TDP1, AlphaScreen DNA substrate cleavage. Potency, µM (titrated, usually from 130 µM), without a hit: at the top dose activity change, negative = inhibition, usual class: inhibitors. hit rate 0.28% among 350,000; further: nearly all actives have a fitted effect of over 40% in size
Target sequence (Q9NUW8 whole entry, looked up): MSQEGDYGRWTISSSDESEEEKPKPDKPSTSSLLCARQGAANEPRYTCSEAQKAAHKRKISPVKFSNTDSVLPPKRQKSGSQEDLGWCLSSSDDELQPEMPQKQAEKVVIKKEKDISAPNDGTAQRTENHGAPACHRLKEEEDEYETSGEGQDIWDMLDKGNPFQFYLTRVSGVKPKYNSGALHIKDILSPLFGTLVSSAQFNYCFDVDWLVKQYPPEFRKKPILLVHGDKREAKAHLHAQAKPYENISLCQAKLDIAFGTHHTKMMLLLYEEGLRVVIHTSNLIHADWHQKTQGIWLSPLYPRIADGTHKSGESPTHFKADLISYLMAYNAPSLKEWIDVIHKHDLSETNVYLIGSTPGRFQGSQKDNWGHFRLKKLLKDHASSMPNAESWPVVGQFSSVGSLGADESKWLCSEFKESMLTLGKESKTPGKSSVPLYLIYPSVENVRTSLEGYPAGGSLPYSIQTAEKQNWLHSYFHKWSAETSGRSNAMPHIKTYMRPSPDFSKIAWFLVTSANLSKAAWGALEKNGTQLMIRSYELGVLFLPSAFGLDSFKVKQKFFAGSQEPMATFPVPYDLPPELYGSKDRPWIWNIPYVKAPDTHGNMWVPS
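Enzyme-compound mixtures sat 15 min at room temperature, followed by a 5 min reaction with 15 nM final substrate and 10 min with AlphaScreen beads. Recombinant human Tdp1 was used at 1 nM final.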
* = called active by the depositor; ? = inconclusive; . = not tested or not shown; [ ] = dose if it differs, or a comment. The call rests on the fitted dose curve; in most records, active means well fitted curve in the direction sought with a large enough effect; inconclusive means small, poorly fitted or top-dose-only effect, or another doubt; inactive means no such curve, though single readings can be large; an effect the other way counts as inactive or inconclusive. Unless noted, on the % scale 0 is the no-effect control and ±100 the full control effect; potency means the concentration at half of the fitted maximal effect. A portion of the library; count on the stated rates, not on these rows.

SMILES	TDP1 cell noCPT	N370S GC mod	TDP1 inh
CCOC(=O)CSc1nc2sc3c(c2c(=O)[nH]1)CC(C)(CC)OC3 (stereo not drawn)	-18.1%	4.7%	6.5%
C=CCN1C(=O)c2ccc(C(=O)OCC(=O)Nc3ccccc3OC)cc2C1=O	11.7%	.	-0.5%
Clc1cccc(/C=N/Nc2nc(Cl)nc3ccccc23)c1	?	-0.1%	5.7%
Cc1ccc(NC(=O)CN2CCc3cc4c(cc3C2)OCCCO4)cc1C	?	2.6%	5.9%
O=C(O)c1ccc2c(=O)n3c(nc2c1)/C(=C/c1ccc(Cl)c(Cl)c1)CC3	-4.4%	-1.5%	.
CC(=O)Nc1ccc(NC(=O)c2ccc(CSc3ccccc3)o2)cc1	-27.4%	2.9%	1.2%
COC(=O)c1c(SCC(=O)Nc2ccc(C)c(C)c2)nc(=O)[nH]c1C	5.2%	25.0%	.
COc1ccc(CCNC(=O)COC(=O)C2CCCCC2)cc1	0.4%	-2.9%	3.0%
CCOC(=O)c1ccc2ncc(C(=O)OCC)c(NCCN3CCOCC3)c2c1	?	-1.9%	5.4%
Nc1[nH]c(N=NC(=O)c2ccc(F)cc2)c2ccccc12	-26.7%	5.5%	-3.1%
COc1cc(C2Nc3ccccc3-c3cc(C)nn32)ccc1O (stereo not drawn)	?	.	2.1%
CC(C)=CC(=O)Nc1ccc(Br)cc1	-20.8%	4.7%	-4.1%
O=C(CSc1cccc[n+]1[O-])Nc1cc(S(=O)(=O)N2CCOCC2)ccc1N1CCOCC1	-12.2%	-0.3%	8.2%
CN(C)CC(C)(C)CNCc1cc(=O)oc2ccc3ccccc3c12	-16.9%	-10.0%	5.4%
O=C(Nc1ccccc1)Nc1ccccc1C(=O)NCc1ccco1	-17.1%	9.8%	6.8%
O=C(CCl)Nc1cn(-c2ccccc2)nc1-c1ccccc1	3.66µM*	0.1%	-5.0%
CCN(CC)CC(C)OC(=O)COc1ccc(OC)cc1 (stereo not drawn)	2.9%	-1.5%	0.0%
CCCCCCC[C@H](N)[C@H](O)C(=O)N(C)[C@@H](CCS(C)=O)C(=O)N[C@@H](Cc1ccc(O)cc1)C(=O)N[C@@H](Cc1ccc(O)cc1)C(=O)O (stereo partly drawn)	-7.3%	-0.1%	.
CCC1(c2ccc(F)cc2)NC(=O)N(CC(=O)NC2CC2)C1=O (stereo not drawn)	10.2%	-6.8%	0.4%
CCCCC[C@H](O)/C=C\[C@H]1[C@H](C/C=C\CCCC(=O)O)[C@@H](O)C[C@H]1O (tested in a mixture with another compound)	.	-6.7%[21.6 µM]	2.2%[56.1 µM]
O=C(COc1ccccc1Cl)Nc1ccc2c(c1)OCCO2	?	?	-2.6%
O=C(NNC(=O)c1ccc(NC(=O)c2ccccc2)cc1)Nc1ccccc1	4.3%	2.9%	.
COc1ccc(-c2cc(C(F)(F)F)nc(SCC(=O)Nc3sc4c(c3C#N)CCC4)n2)cc1	5.8µM*	7.8%	-2.8%
Cc1cccc(C2CC(c3ccccc3)Nc3nc(N)nn32)c1 (stereo not drawn)	-17.8%	-6.8%	5.4%
COc1cc(C(C(=O)NC(C)(C)C)N(C(=O)CNC(=O)c2cccs2)c2ccc(C(C)C)cc2)cc(OC)c1OC (stereo not drawn)	2.5%	12.0%	-3.0%
Cc1ccccc1CCN(C(=O)Cn1nnc2ccccc21)C(C(=O)NCC1CCCO1)c1nc2ccccc2n1C (stereo not drawn)	?	2.6%	0.0%
Cn1cc(Cl)c(C(=O)Nc2nc3ccccc3s2)n1	-27.8%	5.2%	2.1%
O=C(NCCCCc1ccccc1)C1CCCC1	-17.5%	2.9%	.
COc1ccc2[nH]c(=O)c(CN(C(=O)c3cccnc3)c3cc(C)ccc3C)cc2c1	-2.8%	4.2%	.
CCOC(=O)c1c(O)cc(C)cc1Nc1ccccc1	-21.8%	-1.0%	.
COc1ccc(S(=O)(=O)CC(O)CN2CCCC2=O)cc1 (stereo not drawn)	3.7%	-3.9%	5.9%
Cc1ccc(S(=O)(=O)CCC(=O)Nc2nnc(CC(C)C)s2)cc1	16.4µM*	-0.7%	3.6%[0.505 µM]
Cc1ccc(-c2cc(-c3ccccc3)c(C#N)c(SCC(O)CS(=O)(=O)Cc3ccccc3)n2)cc1 (stereo not drawn)	?	.	-4.8%[12.3 µM]
Cc1sc2nc(CN(C(=O)NCc3ccccc3)C3CCCC3)[nH]c(=O)c2c1C	?	2.2%	3.1%
O=c1ccn(CCc2c[nH]c3ccccc23)c2c1CCCC2	-19.2%	-12.8%	8.4%
COc1ccc2ccc3c(c2c1)N=CC1(O3)N(C)c2ccccc2C1(C)C (stereo not drawn)	23.1µM*	-0.9%	9.7%
O=C(Nc1ccccc1C(F)(F)F)C1CCN(S(=O)(=O)Cc2ccccc2)CC1	-4.7%	.	5.7%
CSCC[C@H](NC(=O)[C@@H](NC(=O)[C@H](CCC(=O)O)NC(=O)[C@H](CCSC)NC(=O)[C@H](CC(N)=O)NC(=O)[C@H](CCC(=O)O)NC(=O)[C@H](CC(N)=O)NC(=O)[C@H](CO)NC(=O)[C@H](C)N)[C@@H](C)O)C(=O)O	.	-4.8%	11.5%
CC(C)c1ccc(NC2CCCN(C(=O)c3ccccc3-c3ncc[nH]3)C2)cc1 (stereo not drawn)	?	-10.7%	10.6%
COc1cc(-c2n[nH]c(=S)n2C(C)c2ccccc2)cc(OC)c1OC (stereo not drawn)	-24.4%	-1.3%	5.1%
COc1cc(S(=O)(=O)N(Cc2ccco2)C2CCCC2)ccc1-n1cnnn1	-7.8%	-14.8%	5.9%
COc1ccc(CCC(=O)NCCS(=O)(=O)N2CCN(c3ccccc3OC)CC2)cc1	18.4µM*	-2.4%	6.5%
CCCNC(=O)C1CC(c2ccccc2C(F)(F)F)=NO1 (stereo not drawn)	-6.2%	-3.6%	-3.4%
COc1ccc(C(OCC(O)CN(C)C2CCCCC2)c2ccc(OC)cc2)cc1 (stereo not drawn)	?	-11.0%	.
Cc1c(N(C)C)nc2ccccc2c1N	-24.6%	5.6%	-9.1%
C[C@@]12CC[C@@H]3c4ccc(O)cc4CC[C@H]3[C@H]1C[C@@H](O)[C@H]2O	.	-12.4%[21.6 µM]	-3.6%[21 µM]
CN(CC(=O)Nc1cccc(F)c1)CC(=O)Nc1ccc(Cl)cc1[N+](=O)[O-]	4.6%	-9.5%	4.9%
COc1cccc(N2CCN(c3ccc4nnc(CCC(=O)Nc5ccc(OC)c(OC)c5)n4n3)CC2)c1	?	-4.5%	3.4%

Part of the list above, with two lines to a compound.
Order of results – TDP1 cell noCPT	N370S GC mod	TDP1 inh
CCOC(=O)CSc1nc2sc3c(c2c(=O)[nH]1)CC(C)(CC)OC3 (stereo not drawn)
    -18.1%	4.7%	6.5%
C=CCN1C(=O)c2ccc(C(=O)OCC(=O)Nc3ccccc3OC)cc2C1=O
    11.7%	.	-0.5%
Clc1cccc(/C=N/Nc2nc(Cl)nc3ccccc23)c1
    ?	-0.1%	5.7%
Cc1ccc(NC(=O)CN2CCc3cc4c(cc3C2)OCCCO4)cc1C
    ?	2.6%	5.9%
O=C(O)c1ccc2c(=O)n3c(nc2c1)/C(=C/c1ccc(Cl)c(Cl)c1)CC3
    -4.4%	-1.5%	.
CC(=O)Nc1ccc(NC(=O)c2ccc(CSc3ccccc3)o2)cc1
    -27.4%	2.9%	1.2%
COC(=O)c1c(SCC(=O)Nc2ccc(C)c(C)c2)nc(=O)[nH]c1C
    5.2%	25.0%	.
COc1ccc(CCNC(=O)COC(=O)C2CCCCC2)cc1
    0.4%	-2.9%	3.0%
CCOC(=O)c1ccc2ncc(C(=O)OCC)c(NCCN3CCOCC3)c2c1
    ?	-1.9%	5.4%
Nc1[nH]c(N=NC(=O)c2ccc(F)cc2)c2ccccc12
    -26.7%	5.5%	-3.1%
COc1cc(C2Nc3ccccc3-c3cc(C)nn32)ccc1O (stereo not drawn)
    ?	.	2.1%
CC(C)=CC(=O)Nc1ccc(Br)cc1
    -20.8%	4.7%	-4.1%
O=C(CSc1cccc[n+]1[O-])Nc1cc(S(=O)(=O)N2CCOCC2)ccc1N1CCOCC1
    -12.2%	-0.3%	8.2%
CN(C)CC(C)(C)CNCc1cc(=O)oc2ccc3ccccc3c12
    -16.9%	-10.0%	5.4%
O=C(Nc1ccccc1)Nc1ccccc1C(=O)NCc1ccco1
    -17.1%	9.8%	6.8%

(next part)
SMILES	TDP1 cell noCPT	N370S GC mod	TDP1 inh
COc1ccc(O[C@H]2C=C[C@@H](c3ccccc3)O[C@H]2CO/N=C2/c3cc(OC)ccc3O[C@@H](c3cccc(OC)c3)[C@H]2O)cc1	.	4.9%[12.8 µM]	3.7%[21 µM]
Clc1ccccc1Cc1noc(CN2CCCCC2c2ccccn2)n1 (stereo not drawn)	-26.1%	-4.6%	3.7%
Cn1c(=O)nc2n(-c3ccc(Cl)c(Cl)c3)c3cc(Cl)ccc3cc-2c1=O	15.4%	.	-2.3%
O=C(NCC1CC1)c1ccc2c(c1)S(=O)(=O)c1cc(Cl)ccc1C2=O	?	.	4.4%
Clc1ccc(-c2nnc(CSc3nnc(-c4cccs4)o3)o2)cc1	-0.9%	5.6%	7.8%
COc1ccc(NC(=O)NCc2c(-n3cccc3)sc3c2CCCC3)c(OC)c1	?	.	8.6%
CCN1C(=O)c2ccccc2Sc2ccc(NC(=O)c3ccc(Cl)cc3)cc21	-8.8%	.	2.2%
Cc1ccc(S(=O)(=O)N2CCN(CC(=O)N/N=C\c3ccc(Cl)c([N+](=O)[O-])c3)CC2)cc1	?	-13.2%	5.7%
Cc1nc2ccc(S(=O)(=O)NCC(=O)N3CCN(c4ccccn4)CC3)cc2s1	?	-5.0%	2.0%
Cc1ccc(NC(=O)Cc2ccc(NC(=O)N3CCCCc4ccccc43)cc2)cc1	23.1µM*	.	1.9%
CCCN1C2CCCC1CC(NC(=O)c1ccc(Br)cc1)C2 (stereo not drawn)	-16.8%	-17.0%	0.9%
COc1ccc(CCNC(=O)CSc2nc3ccccc3c3nc(CCN4CCCCC4)nn23)cc1OC	-18.2%	-3.5%	0.0%

Compound profiles, from the list above. Values in the order: TDP1 cell noCPT	N370S GC mod	TDP1 inh
O=c1ccn(CCc2c[nH]c3ccccc23)c2c1CCCC2 is listed as -19.2%	-12.8%	8.4%
COc1ccc(CCC(=O)NCCS(=O)(=O)N2CCN(c3ccccc3OC)CC2)cc1 is listed as 18.4µM*	-2.4%	6.5%
CCCN1C2CCCC1CC(NC(=O)c1ccc(Br)cc1)C2 (stereo not drawn) is listed as -16.8%	-17.0%	0.9%

Continuation:
SMILES	TDP1 cell noCPT	N370S GC mod	TDP1 inh
CC(C)OCCCNC(=O)Cc1ccc(Br)cc1	-13.2%	-28.8%	0.0%
CC(=O)c1sc(N)c(C(=O)OC(C)C)c1C	1.1%	-2.2%	-4.0%
O=C(CS(=O)(=O)Cc1ccccc1)Nc1ccc(Cl)cn1	-12.9%	-0.5%	2.5%
Cc1ccc(CNC(=O)CNS(=O)(=O)c2cccs2)cc1	-12.5%	.	-3.3%
COc1cc(OC)c(OC)cc1/C=C1\CC(C)C/C(=C\c2cc(OC)c(OC)cc2OC)C1=O (stereo not drawn)	18.4µM*	8.0%	.
O=C(CSc1nc(=O)n2cc(Cl)ccc2n1)NCCc1ccccc1	-7.1%	-1.1%	.
CCc1ccc(C(=O)Nc2cc(C)ccc2F)s1	?	19.7%	-3.1%
Clc1ccc(CSc2nc3ncccc3[nH]2)cc1	?	.	0.0%
CCOc1ccc(CNc2nnnn2C)cc1	-3.6%	-20.1%	.
Cc1oc(-c2cccc(Cl)c2)nc1CN1CCCC(C(=O)NCc2ccco2)C1 (stereo not drawn)	?	-5.2%	1.0%
COc1ccnc(N=CNOCc2ccc(F)cc2Cl)c1C#N	?	7.6%	-1.0%
O=C(CCC(=O)N1CCOCC1)NCCc1ccc(F)cc1	1.4%	.	-0.3%
COC(=O)c1ccc(OC(=O)c2ccccc2F)cc1	.	3.9%	0.0%
O=C(Nc1ccc2ccccc2c1)c1ccc2[nH]c(=O)c(=O)[nH]c2c1	16.7%	8.6%	.
Cn1nc(-c2ccc(OCC(=O)Nc3cccnc3)cc2)c2ccccc2c1=O	?	-7.0%	3.2%
